Compound activity as filed in PubChem BioAssay.
LYP inhibition = PTPN22 lymphoid phosphatase activity blockers – biochemical, fluorescence intensity, uHTS (AID 1779); inhibition, % at 11.5 µM; hits with a dose series show IC50 in µM; hit rate 0.054% among 290,000; recombinant LYP phosphatase, fluorescence intensity; higher % means a stronger effect; in the data active = inhibition above about 50%;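 note: plate controls were vehicle with enzyme for no effect and no enzyme for full effect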
RSV antiviral HEp-2 = RSV antiviral activity via CPE protection, HEp-2 cells, primary 10 µM value included (AID 2391); HEp-2 cells, RSV-induced CPE inhibition; higher % means a stronger effect; CPE inhibition, % at 10 µM; hits with a dose series show IC50 in µM; hit rate 0.13% among 310,000; in the data active = a potency from the dose series; inconclusive = CPE inhibition mostly from about 23% at the one dose, without a potency; inactive = the rest, 99 in 100 with CPE inhibition below about 21%; note: strong numbers were not always called active
UTI89 phage lysis = inhibition of K1F phage lysis, E. coli UTI89, bacterial capsule biogenesis inhibitors, alamar blue (AID 488966); E. coli UTI89 K1F phage lysis, alamar blue, 2 h; higher % means a stronger effect; inhibition, % at 100 µM; hits with a dose series show IC50 in µM; hit rate 0.02% among 340,000;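 active = phage lysis inhibition, versus mean bacterial control, above a set limit; inconclusive = no clear call, values can overlap the other calls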;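 note: capsule biogenesis inhibitors block K1F phage lysis so surviving cells raise fluorescence; higher fluorescence means more inhibition of phage lysis; actives were called in the ten point dose series up to 300 µM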
GPR35 arrestin U2OS = GPR35 antagonists blocking zaprinast-driven arrestin recruitment, primary screen, imaging, U2OS, beta-arrestin-GFP, zaprinast agonist (AID 2058) | U2OS GPR35 beta-arrestin-GFP translocation imaging, zaprinast antagonism; higher % means a stronger effect | inhibition, % at 10 µM; hits with a dose series show IC50 in µM | hit rate 0.052% among 290,000;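 active = inhibition of at least 50% with at least 30 cells and total cytoplasm GFP at most 10,000,000; inconclusive = under 30 cells or total GFP of 10,000,000 plus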
WT yeast gro inh = growth inhibition of WT yeast, mitochondrial fusion screen. hit rate 2.1% among 190,000. mitochondrial fusion phenotypic screen, WT strain. inhibition, % at 10 µM; in the data active = inhibition above about 58%; tested in S. cerevisiae
AID2073 = disruptors of CaV2.2 binding to Mint1 – biochemical, HTRF (AID 2073). HTRF protein-protein interaction, Mint1-CaV2.2; higher % means a stronger effect. hit rate 0.19% among 290,000. one-dose inhibition, % at 20 µM; IC50 in µM for titrated hits; in the data active = inhibition mostly above about 51%, no sharp cut-off; inconclusive = no clear call, values can overlap the other calls; inactive = mostly below about 53%; note: some results filed as inactive read as strong as hits
Autophagy mod = autophagy modulation, high-content screen | MEF GFP-LC3 puncta imaging; test concentration mostly 10 µM | calls only at 10 µM (by protocol) | hit rate 0.98% among 190,000 | AID 463193;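 active = percentage of spot-positive cells more than 3 SD above its plate mean, without a fluorescence outlier flag or 80% toxicity; inconclusive = no clear call, values can overlap the other calls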;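 note: spot-positive cell cutoff set from DMSO-treated cells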
NTR1 ag = NTR1-driven beta-arrestin-GFP spot formation – imaging, U2OS cells, high content, primary screen (AID 493036); hit rate 0.17% among 330,000; P30989; agonist mode; activation, % at 20 µM;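 active = activation at or above 40% of the spot to cytoplasm intensity ratio, with at least 20 cells analyzed; inconclusive = wells under 20 cells, flagged as cytotoxic or low count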;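 note: 0% = DMSO without peptide and 100% = 100 nM NTR1 peptide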
Target sequence (P30989 whole entry, looked up): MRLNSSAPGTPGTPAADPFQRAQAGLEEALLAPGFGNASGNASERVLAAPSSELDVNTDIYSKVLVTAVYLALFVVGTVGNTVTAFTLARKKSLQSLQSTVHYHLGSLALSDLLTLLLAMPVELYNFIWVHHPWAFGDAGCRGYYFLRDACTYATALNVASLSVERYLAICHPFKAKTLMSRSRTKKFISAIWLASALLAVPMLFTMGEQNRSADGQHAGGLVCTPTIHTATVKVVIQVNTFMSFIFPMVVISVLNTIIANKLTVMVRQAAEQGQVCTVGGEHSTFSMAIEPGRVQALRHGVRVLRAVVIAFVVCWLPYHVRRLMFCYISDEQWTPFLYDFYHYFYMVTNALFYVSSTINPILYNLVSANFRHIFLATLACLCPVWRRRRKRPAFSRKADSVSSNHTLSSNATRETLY
NS5 inhibitors = Dengue-2 NS5 methyltransferase inhibitors, primary screen, biochemical, confirmation dose response (AID 588689). Dengue-2 NS5 methyltransferase capping enzyme assay, biochemical; higher % means a stronger effect. inhibition, % at 25 µM; hits with a dose series show IC50 in µM. hit rate 0.3% among 340,000; in the data active = a potency from the dose series; inconclusive = inhibition above about 29% without an active follow-up result
WT yeast gro inh mutant strain = recorded beside WT yeast gro inh, whose call it bears; inhibition, %; mitochondrial fusion phenotypic screen, mutant strain inhibition
Autophagy mod cell loss 18 h = recorded beside Autophagy mod, whose call it bears; toxicity, %; measured here: cell loss, nuclei count;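 cell loss after 18 h compound exposure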
NTR1 ag cell count 20 µM = second read-out of NTR1 ag, no call of its own (marks repeat the call); cell count; measured here: cell count, cytotoxicity flag
NS5 inhibitors pilot replicate = second read-out of NS5 inhibitors, no call of its own (marks repeat the call); inhibition, %; measured here: pilot screen replicate inhibition
Numbers without * were called inactive; i = inactive; u = inconclusive; x = no result given; [ ] = another dose, or the depositor's remark. Outcome played no part in choosing rows. Share with any hit: about 2.6%.

SMILES	LYP inhibition	RSV antiviral HEp-2	UTI89 phage lysis	GPR35 arrestin U2OS	WT yeast gro inh	WT yeast gro inh mutant strain	AID2073	Autophagy mod	Autophagy mod cell loss 18 h	NTR1 ag	NTR1 ag cell count 20 µM	NS5 inhibitors	others
Cc1cccc(OCCC(=O)OCC(=O)Nc2c(C)nn(-c3ccccc3)c2C)c1	x	-0.4%	0.2%[50 µM]	x	x	x	x	x	x	-0.9	30	-2.9%
Cc1ccc(C(=O)COC(=O)c2nc3nccc(C)n3n2)c(C)c1	x	2.7%	0.6%[50 µM]	x	x	x	x	x	x	4.4	94	-8.8%
Cc1c(CC(=O)O)c(=O)oc2cc(OCc3ccc(F)cc3F)ccc12	-10.4%	-0.3%	0.1%	-4.0%	x	x	6.5%	x	x	-0.8	87	-7.8%
Cc1c(CN2CCC(n3nccc3NC(=O)C3CCOC3)CC2)[nH]c2ccccc12 (stereo not given)	-12.8%	1.4%	0.0%	-12.8%	x	x	12.4%	x	x	0.1	57	-1.6%
O=C(CCl)Nc1sccc1C(=O)c1ccccc1	x	7.1%	0.1%	x	x	x	x	x	x	2.0	47	-7.7%
CC(=O)c1ccc(NC(=S)Nc2ccc(N3CCOCC3)cc2)cc1	-3.0%	1.4%	0.4%	-5.1%	-11.6	13.5	23.2%	i	10.3	2.2	61	-3.0%
COc1ccc(CCn2c(N)cc(=O)[nH]c2=O)cc1OC	-5.5%	0.3%	-0.1%	7.1%	14.2	13.7	14.1%	i	21.0	0.5	89	-4.6%
CCOC(=O)CN1C(=O)N[C@@H](CCc2ccccc2)[C@@H](C(=O)OC)[C@H]1C	x	0.8%	0.2%	x	x	x	x	x	x	-0.7	94	-8.4%
O=C(Nc1ccc([N+](=O)[O-])cc1)Nc1ccc2[nH]c(=O)[nH]c2c1	6.0%	8.2%	7.1%	19.0%	3.5	9.0	-21.5%	i	8.1	-0.6	55	-11.9%
C=CCn1nnnc1-c1cc(Cl)cc(Cl)c1	-3.9%	-1.3%	1.2%	-23.7%	0.5	-8.4	11.5%	i	-4.0	-0.4	89	-3.0%
O=C(NC1(C(F)(F)F)NC(=O)N(Cc2cccnc2)C1=O)c1ccc(F)cc1 (stereo not given)	-9.0%	0.7%	0.9%	-4.7%	10.1	13.8	-2.7%	i	1.9	-0.9	86	-4.1%
CC1=C(C)CC(C(=O)NC2CCN(C(C)C)CC2)C(C(=O)O)C1 (stereo not given)	-7.9%	2.4%	0.9%[50 µM]	-1.9%	x	x	11.6%	x	x	0.4	61	7.2%
CCOC(=O)c1ccc(NC(=S)NCCc2ccc(OC)c(OC)c2)cc1	-2.3%	8.5%	1.9%	-15.7%	x	x	-7.5%	x	x	1.2	56	-5.4%
CCn1c(SCC(=O)OC(C)C)nnc1-c1ccccc1OC	-8.7%	5.9%	-0.3%	0.5%	7.7	6.8	1.5%	i	19.8	0.4	59	-4.0%
Cc1ncc([N+](=O)[O-])n1CC(=O)Nc1ccc(F)cc1	-2.8%	4.3%	0.4%	-6.4%	x	x	11.5%	x	x	0.0	98	0.0%
Cc1ccc(Cn2cnc3sc4c(c3c2=O)CCC4)c(C)c1	0.6%	-1.1%	-0.2%	-13.5%	-8.4	-7.8	2.5%	i	3.9	1.2	33	-7.5%
N=c1n(CC(=O)c2ccc(Br)s2)c2ccccc2n1Cc1ccccc1	5.3%	3.8%	0.8%	-3.6%	x	x	12.5%	x	x	10.1	70	3.2%
Cc1cc(C(=O)COC(=O)c2n[nH]c(=O)c3ccccc23)c(C)n1C	x	0.4%	0.5%[50 µM]	x	x	x	x	x	x	3.9	65	8.3%
CCOC(=O)c1cc(S(=O)(=O)NCCc2ccc(OC)c(OC)c2)cn1C	-8.2%	0.6%	1.2%	-1.1%	x	x	11.6%	x	x	3.8	53	-10.9%
COc1ccc(S(=O)(=O)N(C)c2ccc(C(=O)N3CCOCC3)cc2)cc1OC	1.4%	3.2%	6.1%	6.3%	13.1	0.2	-1.1%	i	-2.2	-1.6	52	-3.4%
CCCCc1cc(=O)oc2c3c(cc(OCC(=O)N4CCC[C@H]4C(=O)O)c12)OC(C)(C)CC3	-18.8%	62.6%	-5.7%	-2.9%	x	x	47.4%	x	x	-0.1	79	6.5%
Cn1c(N)c(C(=O)COC(=O)c2ccc(Cl)nc2)c(=O)n(C)c1=O	-5.0%	2.6%	0.3%	-1.9%	3.7	-16.5	5.3%	i	0.9	1.0	34	-7.0%
CC(C)c1ccccc1NC(=O)COC(=O)Cc1c[nH]c2ccccc12	-5.4%	0.9%	2.9%	-5.4%	12.6	-18.9	-1.2%	i	-2.6	0.0	43	0.0%
O=C(Cc1cn2ccsc2n1)Nc1nc2c(s1)CCCC2	2.9%	0.8%	-0.6%	6.9%	1.4	-1.4	5.6%	i	8.2	-2.1	36	0.0%
O=S(=O)(Cc1ccccc1)NCc1ccccn1	-10.4%	0.8%	-1.4%	-0.1%	16.1	4.0	-3.9%	i	0.9	-1.2	60	-8.2%

2 neighbouring entries already listed, for reference:
SMILES	LYP inhibition	RSV antiviral HEp-2	UTI89 phage lysis	GPR35 arrestin U2OS	WT yeast gro inh	WT yeast gro inh mutant strain	AID2073	Autophagy mod	Autophagy mod cell loss 18 h	NTR1 ag	NTR1 ag cell count 20 µM	NS5 inhibitors	others
CCOC(=O)c1ccc(NC(=S)NCCc2ccc(OC)c(OC)c2)cc1	-2.3%	8.5%	1.9%	-15.7%	x	x	-7.5%	x	x	1.2	56	-5.4%
CCn1c(SCC(=O)OC(C)C)nnc1-c1ccccc1OC	-8.7%	5.9%	-0.3%	0.5%	7.7	6.8	1.5%	i	19.8	0.4	59	-4.0%

(continued)
SMILES	LYP inhibition	RSV antiviral HEp-2	UTI89 phage lysis	GPR35 arrestin U2OS	WT yeast gro inh	WT yeast gro inh mutant strain	AID2073	Autophagy mod	Autophagy mod cell loss 18 h	NTR1 ag	NTR1 ag cell count 20 µM	NS5 inhibitors	others
CC(NC(=O)C1CCN(S(=O)(=O)c2cccc3cccnc23)CC1)c1ccccc1 (stereo not given)	-8.8%	2.5%	0.7%	-2.5%	x	x	1.1%	x	x	-0.5	71	-11.8%
COC(=O)CSc1nnc(NC(=O)/C=C\c2ccc3c(c2)OCO3)s1	-10.1%	1.5%	0.8%	-7.6%	-13.7	-16.8	4.3%	i	-14.1	1.4	44	2.2%
O=C(Nc1ccccc1N1CCCCC1)c1ccc(F)c(S(=O)(=O)N2CCOCC2)c1	x	-0.6%	0.3%[50 µM]	x	x	x	x	x	x	10.1	58	-4.3%
CCCCCc1ccc(-c2cn(Cc3cccc(OC)c3)nn2)cc1	-12.9%	14.7%	0.2%	2.1%	x	x	20.1%	x	x	1.8	90	-2.8%
CCCN(Cc1nnc(-c2cccs2)o1)C(=O)CN1C(=O)NC2(CCC(C)CC2)C1=O (stereo not given)	x	0.4%	-0.7%	x	x	x	x	x	x	7.4	45	-3.6%
CO/N=C/c1ccc(N2CCCC2)c([N+](=O)[O-])c1	-0.3%	u	0.4%	6.3%	-1.0	-8.7	39.1%	i	0.6	-0.1	71	-2.3%
Cc1ccc(NC(=S)NC(C)CCc2ccccc2)cc1C (stereo not given)	-3.1%	0.6%	-1.4%	5.8%	67.5*	44.7*	u	i	1.8	1.5	70	-2.2%
COc1ccc(CNC(=O)C2=CCN(S(=O)(=O)c3ccc(C)cc3)CC2)cc1	-6.0%	1.0%	0.6%[50 µM]	-9.2%	x	x	-31.3%	x	x	-0.4	63	-15.8%
Cc1cccc(NC(=O)CN2C(=O)S/C(=C\C(=O)Nc3ccc(Cl)cc3)C2=O)c1	-0.6%	0.9%	0.7%	x	2.2	-10.2	7.2%	i	9.0	-0.8	52	-0.7%
COC(=O)c1cc(C(=O)Cc2ccccc2)c[nH]1	-5.9%	1.2%	x	8.7%	-12.4	-2.7	0.3%	i	14.3	1.7	48	x
Cc1ccc(C(=O)NCC(=O)NC23CC4CC(CC(C4)C2)C3)cc1	0.0%	2.6%	0.4%[50 µM]	7.7%	x	x	-1.7%	x	x	0.0	52	-0.7%
COC(=O)CSC1=C(C#N)C(c2ccc(C(C)C)cc2)CC(=O)N1 (stereo not given)	-3.5%	1.1%	-1.5%	5.8%	11.8	1.8	-5.6%	i	-5.9	1.8	74	-0.7%
Cc1cc(C)cc(NC(=O)N2CCCN(c3c(Cl)cncc3Cl)CC2)c1	-4.3%	x	0.3%	22.1%	x	x	-1.2%	x	x	0.5	62	-2.3%
CC(=O)Nc1cccc(/C(C)=N/NC(N)=S)c1	-5.8%	0.0%	0.0%	-1.1%	2.4	3.7	14.7%	i	15.0	-1.4	66	-6.5%
O=C(c1c(F)cccc1F)N(C1CCCCC1)C1CCCCC1	-9.1%	4.3%	0.1%	-6.7%	x	x	10.4%	x	x	3.8	73	-2.0%	NS5 inhibitors pilot replicate=-6.1
CC(OC(=O)C(C)Oc1ccccc1)C(=O)Nc1ccc(S(=O)(=O)N2CCCCC2)cc1 (stereo not given)	x	0.4%	-0.1%[50 µM]	x	x	x	x	x	x	0.5	61	-7.0%
CCN1CCCC1CNC(=O)CSCc1nc(-c2ccccc2C)oc1C (stereo not given)	-4.4%	-2.0%	0.3%	-1.0%	-2.1	-0.9	-2.3%	i	20.9	-2.1	76	2.5%
COc1cccc(-c2nn(-c3ccccc3)cc2CO)c1	-5.6%	10.4%	3.0%	-0.3%	19.2	16.3	4.6%	i	-4.8	2.0	108	0.8%
COc1ccc(S(=O)(=O)Nc2ccccc2C(=O)N2CCOCC2)cc1C	-8.0%	-0.4%	-0.2%	3.5%	x	x	9.3%	x	x	-1.0	111	-2.5%
O=C(CSC1CC(=O)N(c2ccc(C(=O)O)cc2)C1=O)Nc1ccc(Cl)cc1 (stereo not given)	-3.9%	0.6%	0.5%	-0.2%	-13.4	-2.7	10.3%	i	-16.4	0.9	50	4.0%
CC1CCCN(S(=O)(=O)c2cccc(C(=O)NCc3ccco3)c2)C1 (stereo not given)	x	1.1%	0.6%[50 µM]	x	x	x	x	x	x	-2.0	65	-1.5%
COc1ccc(C2(C(=O)Nc3ccc(C)c(C)c3)CCOCC2)cc1	-2.5%	0.0%	-2.2%	-7.7%	-24.9	0.6	-10.4%	i	2.8	-0.2	93	-2.1%
CC(C)N1C(=O)CCC1C(=O)N1CCN(c2ccc(F)cc2)CC1 (stereo not given)	1.8%	0.8%	-0.3%[50 µM]	-9.4%	x	x	5.5%	x	x	0.4	56	-4.0%
COc1cccc(-n2cc(CN(C)Cc3nc(Cc4ccccc4)no3)cn2)c1	-4.2%	2.6%	-0.2%	-1.3%	6.6	12.8	-7.0%	i	3.7	-1.3	90	6.2%
Cc1ccc2nc(NC(=O)CN(C)S(=O)(=O)c3cccc4nsnc34)sc2c1	2.6%	0.5%	5.8%	8.7%	-3.6	-2.8	1.1%	i	5.0	5.2	97	2.2%
